# MC4R barr agon = agonists of human melanocortin 4 receptor (MC4R) beta-arrestin | U2OS MC4R beta-arrestin complementation, luminescence; percent of melanotan II response, DMSO zero | activation, % at 8.9 µM | 360,000 tested, 0.98% active;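 active = activation above a per-plate cutoff, the mean activation of sample wells on that plate plus 3 SD, cut at about 8% in these data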
# Granule exo inh = blocks lytic granule exocytosis; TALL-104 LAMP-1 surface exposure, flow cytometry; cells stimulated with thapsigargin and PMA; inhibition, % at 10 µM; 360,000 tested, 0.66% active;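 active = inhibition above about 55%, limit read from the data; inconclusive = no clear call, values can overlap the other calls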
# ABCB6 inh MLPCN = blocks the human ABCB6 transporter | Q9NP58 | K562-ABCB6 porphyrin accumulation, flow cytometry, 1 h; stronger effect = lower value | fluorescence ratio to DMSO, % at 10 µM | 360,000 tested, 0.19% active;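 active = fluorescence ratio to DMSO below 75%, the collection mean minus 3 SD; inconclusive = too few cells collected in the well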;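 also: signal is porphyrin accumulated inside mitochondria; 100% equals median channel fluorescence of DMSO control wells; lower ratio means ABCB6 inhibition with less porphyrin fluorescence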
# H9c2 protect = modulators protecting cardiomyocytes from myocardial damage. H9c2 cardiomyocytes, H2O2 injury protection, ATPLite, 2 h. protection from H2O2 cell death, % at 20 µM. 360,000 tested, 0.63% active. AID 588492;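 active = compounds giving at least 50% protection of heart cells from peroxide-induced death in the single-dose screen, raw or plate-pattern-corrected value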;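 also: 0% = DMSO wells with peroxide and 100% = DMSO wells without peroxide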
# PDI inh = blocks human protein disulfide isomerase activity. P07237. PDI insulin aggregation turbidity, A650, 90 min. inhibition, % at 10 µM. 350,000 tested, 0.052% active. AID 588391;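 active = mean inhibition across replicates of 30% or more, whatever share of single replicates reach that level; inconclusive = mean inhibition below 30% while every single replicate reaches 30%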;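 also: absorbance from insulin aggregation driven by PDI reduction with DTT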
# CaV13 FRET inh = Primary screen for inhibitors of IQ motif and Ca2+-dependent inactivation inhibitor domain binding in CACNA1D, Förster resonance energy transfer in living cells, … | inhibition, % at 12.3 µM | HEK cells, CFP/YFP FRET ICDI-IQ, plate reader, 10 min; percent FRET-ratio fall versus neutral wells | 340,000 tested, 0.098% active | AID 743397;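 active = mean replicate inhibition of at least 30% and at least 1% of replicates passing that level; inconclusive = only one of the two criteria is met; inactive = neither criterion is met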;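 also: 0% = median of the neutral control wells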
# m5-HT2A agonist = mouse HTR2A agonism via beta-arrestin recruitment. P35363. CHO-K1 mHTR2A beta-arrestin complementation, luminescence; percent of 30 µM serotonin response. activation, % at 7.6 µM. 360,000 tested, 0.66% active;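 active = activation above a run cutoff, the mean activation of all tested compounds plus 3 SD, cut at about 14% in these data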;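 also: 0% = plate median of compound wells and 100% = 30 µM serotonin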
# ABHD5 PLIN5 PPI = blocks binding of human ABHD5 to perilipin-5 | Q00G26+Q8WTS1 | Split G. princeps luciferase complementation, luminescence, 4 h | inhibition, % at 4 µM | 360,000 tested, 0.78% active | AID 602281;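 active = inhibition above the mean inhibition across every tested compound plus 3 SD, cut at about 22% in these data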;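 also: 0% = DMSO only wells and the 100% control is not disclosed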
# Target sequence (Q00G26 whole entry, looked up): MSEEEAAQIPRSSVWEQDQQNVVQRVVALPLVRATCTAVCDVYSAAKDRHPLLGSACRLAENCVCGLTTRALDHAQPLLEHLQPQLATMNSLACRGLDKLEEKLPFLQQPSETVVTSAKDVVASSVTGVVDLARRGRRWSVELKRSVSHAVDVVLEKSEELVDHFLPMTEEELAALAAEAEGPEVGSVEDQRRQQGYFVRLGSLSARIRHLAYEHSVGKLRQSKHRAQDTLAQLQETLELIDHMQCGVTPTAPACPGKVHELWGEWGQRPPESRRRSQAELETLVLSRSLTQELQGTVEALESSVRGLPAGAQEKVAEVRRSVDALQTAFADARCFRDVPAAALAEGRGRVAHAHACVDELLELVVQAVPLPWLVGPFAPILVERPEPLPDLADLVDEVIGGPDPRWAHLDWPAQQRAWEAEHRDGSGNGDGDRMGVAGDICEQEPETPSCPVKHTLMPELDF
# Target sequence (Q8WTS1 whole entry, looked up): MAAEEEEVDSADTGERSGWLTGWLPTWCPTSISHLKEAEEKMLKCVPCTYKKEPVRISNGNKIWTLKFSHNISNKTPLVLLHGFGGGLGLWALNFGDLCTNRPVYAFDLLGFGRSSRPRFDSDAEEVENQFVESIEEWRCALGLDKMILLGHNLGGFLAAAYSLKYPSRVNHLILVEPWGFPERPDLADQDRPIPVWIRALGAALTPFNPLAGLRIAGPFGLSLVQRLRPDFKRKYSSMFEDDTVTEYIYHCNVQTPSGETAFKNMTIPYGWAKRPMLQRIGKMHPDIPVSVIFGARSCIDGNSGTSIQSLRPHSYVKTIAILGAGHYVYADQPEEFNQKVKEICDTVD
# N-glyco inh = N-linked glycosylation inhibition. D54 ERlucT glycosylation luciferase reporter, 24 h; percent of 100 nM tunicamycin response. 360,000 tested, 0.23% active. reporter increase, % at 12.5 µM;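 active = mean luciferase reporter signal, scaled so untreated is 0 and the glycosylation-blocking control 100, at or above a set limit in every replicate; inconclusive = mean reaches the limit but not every replicate does; inactive = mean below the limit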;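 also: luciferase carries N-glycosylation sites so blocking glycosylation raises the light; 0% = median of neutral control wells and 100% = median of 100 nM tunicamycin wells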
# MC4R antag cAMP = human MC4R antagonism in cAMP assay | inhibition, % at 6.5 µM | 360,000 tested, 0.48% active | MC4R-expressing cells, MTII-stimulated cAMP, LANCE TR-FRET;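 active = inhibition above its plate's cutoff, the mean of tested wells on that plate plus 3 SD, cut at about 29% in these data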;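 also: 0% = Melanotan II alone and 100% = Melanotan II plus saturating MCL0020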
#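 Material: human MC4R-expressing U2OS cells. Probe or stimulus: Melanotan II challenge. Dosing: 6.5 µM single dose. Times: 30-min compound, 1-h challenge, 1-h detection, room temperature. Technique: TR-FRET with Eu-cAMP and labeled anti-cAMP, 671 nm. Replication: singlicate.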
# Numbers without * were called inactive; u = inconclusive; x = not tested or not shown; & = joins results of further samples.
SMILES,MC4R barr agon,Granule exo inh,ABCB6 inh MLPCN,H9c2 protect,PDI inh,CaV13 FRET inh,m5-HT2A agonist,ABHD5 PLIN5 PPI,N-glyco inh,MC4R antag cAMP
COc1ccc(Cl)cc1C(=O)OCC(=O)NCCNC(=O)COC(=O)c1cc(Cl)ccc1OC,-1.7,1,104,4,-2,-3,8,-1,1,2
CCc1ccc2[nH]c(C(=O)Nc3ccc4c(c3)OCO4)cc2c1,4.4,20,100,-12,5,4,1,-2,-2,-3
COC(=O)c1ccc(COC(=O)CNC(=O)C2CCCCC2)cc1,1.3,-1,96,-5,15,x,10,7,0,11
CC1(c2nnc(-c3cccc(Cl)c3)o2)CC(c2cccc([N+](=O)[O-])c2)=NO1 (centres undefined),-1.0,0,90,2,0,-8,2,3,-4,5
O=C(Cc1ccccc1)NS(=O)(=O)c1ccccc1,x,-4,90,4,x,-10,1,-4,0,x
Cc1ccc(NC(=S)NC2CCCC2)cc1,-0.8,-3,101,-6,-11,-6,1,-1,-1,14
Cc1ccc(OCc2nc(-c3ccccn3)n[nH]2)cc1,0.7,-9,105,18,0,0,-1,-10,1,11
CC(c1ccon1)N(C)C(=O)c1ccc(OC2CCN(C(=O)C3CC3)CC2)cc1 (centres undefined),0.4,-1,102,6,16,13,6,10,1,6
NC(=S)NN=C1CCC(C2CCCCC2)CC1 (centres undefined),-0.1,-1,91,-3,-13,-4,6,-12,-4,-3
CC1CCCN(CCCNC(=O)CN2C(=O)COc3ccc(S(=O)(=O)N4CCOCC4)cc32)C1 (centres undefined),-1.0,-2,105,-3,11,-14,0,-2,2,-1
CCC(SC1=Nc2ccccc2C2=NC(CC(C)C)C(=O)N12)C(=O)Nc1ccc2c(c1)OCO2 (centres undefined),-1.6,2,100,10,-8,-2,-1,-4,7,6
Cc1nc2ccc(NC(=O)c3ccccc3)cc2c(=O)n1Cc1ccc(F)cc1,-0.9,4,93,20,-1,-9,-7,-4,-6,-22
Cc1ccc2nc(-c3ccccc3)cc(C(=O)N3CCN(c4ccccc4O)CC3)c2c1,0.2,6,97,3,-2,-14,0,-6,0,6
CC(C)=CCc1c2c(c3occ(-c4ccc(O)c(O)c4)c(=O)c3c1O)C=CC(C)(C)O2,1.4,-8,103,4,18,x,1,-3,4,6
CSc1nnc(NC(=O)CCc2ccccc2)s1,-2.2,1,97,10,-6,-3,-2,0,2,1
O=S(=O)(Cc1ccc(Cl)cc1)c1ncc(CO)n1Cc1ccccc1,-3.6,0,91,-1,5,8,-5,-2,-2,-1
COc1cc(/C=C(/C(=O)O)c2ccc(-c3ccccc3)cc2)cc(OC)c1OC,-0.4,-5,174,2,5,-4,9,3,11,-5
CCOc1cc(/C=C2/SC(=S)N(CC(=O)O)C2=O)ccc1OC(=O)c1cccs1,-1.4,-8,93,-8,7,-4,-4,-12,2,1
COc1ccc(-n2c(SCC(=O)NCCC(C)C)nc3ccsc3c2=O)cc1,-0.1,-1,92,-1,1,-5,4,-3,-2,15
Cc1c(C)n(CC(O)CSc2ccccc2)c2ccccc12 (centres undefined),x,3,101,x,x,-7,3,-14,x,x
CC(C)[C@H](NC(=O)C1CCN(S(=O)(=O)c2ccc(F)cc2)CC1)C(=O)NCc1ccncc1,-2.4,-3,112,4,2,-3,-1,9,0,-2
COc1cccc(-c2cc(C(=O)NCc3ccco3)c3ccccc3n2)c1,-1.0,-3,98,12,2,-23,-1,14,2,16
O=C(NCc1ccccc1)C1CCC(=O)N(CCN2CCOCC2)C1 (centres undefined),2.0,1,102,3,-1,-5,1,1,0,7
Cc1ccc(CNC(=O)c2ccc(N3CCC4(CC3)CC(c3ccccc3)=NO4)c(NC(=O)c3c(Cl)cccc3Cl)c2)cc1,-1.8,-2,101,-6,-7,-8,2,-8,0,9

# Taken from above.
# Value of `Cc1ccc(CNC(=O)c2ccc(N3CCC4(CC3)CC(c3ccccc3)=NO4)c(NC(=O)c3c(Cl)cccc3Cl)c2)cc1` under ABCB6 inh MLPCN: 101
# Value of `Cc1c(C)n(CC(O)CSc2ccccc2)c2ccccc12` (centres undefined) under CaV13 FRET inh: -7
# Value of `COc1ccc(-n2c(SCC(=O)NCCC(C)C)nc3ccsc3c2=O)cc1` under PDI inh: 1

# Following part.
SMILES,MC4R barr agon,Granule exo inh,ABCB6 inh MLPCN,H9c2 protect,PDI inh,CaV13 FRET inh,m5-HT2A agonist,ABHD5 PLIN5 PPI,N-glyco inh,MC4R antag cAMP
O=C(CN1C(=O)c2cccc3cccc1c23)N1CCc2ccccc2C1,-0.8,0,88,7,-6,1,-3,-4,-3,-2
CSc1ccc(CN2CCC(C)(Oc3cccc(Cl)c3)C2)cc1 (centres undefined),1.0,3,92,-2,-2,-5,12,0,0,3
CCOC(=O)C1CCN(C(=O)CCCn2nc(C)c3c(C)n(-c4ccc(C)cc4)nc3c2=O)CC1,1.1,-3,107,-2,-16,-7,-3,15,6,8
COc1ccc2nc(NC(=O)CCNC(=O)c3ccco3)sc2c1,1.1,4,94,-5,-17,-2,-4,-3,9,15
COC(=O)C1=C[C@@H](C(=O)OC)C2C3=C(C(=O)C24CCCCC4)[C@H](C)n2c(=O)n(-c4ccccc4)c(=O)n2[C@@H]3C1 (some centres undefined),-0.2,0,93,36,1,-3,0,0,-1,20
CC(=O)c1c(C)[nH]c(C(=O)OCC(=O)Nc2ncc(Cl)c(C)c2Cl)c1C,-3.0,6,u,13,-8,-5,10,-2,2,1
CC(C)OC(=O)N(C)C[C@@H]1OCc2cnnn2CCCC(=O)N([C@H](C)CO)C[C@@H]1C,-0.3,-3,94,0,-4,-3,5,1,2,2
CCN(C(=O)c1ccnn1C)c1ccccc1,-0.3,0,105,2,2,-2,6,4,0,15
O=C(CNS(=O)(=O)c1ccccc1)OCC(=O)c1ccc([N+](=O)[O-])cc1,0.3,-1,100,-7,-6,-3,-2,-12,0,7
COc1ccc2c(c1)CCC/C2=N\Nc1nc(C(=O)NN)cs1,1.1,7,96,14,-6,-5,-4,1,0,13
COc1ccc(CC(=O)NNC(=O)CSc2nnc(C)n2-c2ccccc2)cc1,-2.2,-1,100,-3,-4,-3,0,-2,0,0
O=C(NCc1ccc2c(c1)OCO2)c1[nH]c(C(F)(F)F)nc1-c1ccccc1,x,-2,95,2,x,-3,-3,-7,-1,x
Cn1cc([C@@H]2C[C@H]3CN(C4CCCC4)C(=O)[C@]34CCCN24)c(-c2ccccc2)n1,-0.5,4,99,-3,5,-4,-3,-1,0,0
Cc1cccc(NC(=O)CSCC(=O)N2CCN(C(=O)c3ccco3)CC2)c1,-0.3,0,101,1,-5,-7,2,1,2,3
Cc1ccc2oc(=O)cc(CN3CCN(C/C=C/c4ccccc4)CC3)c2c1,1.2,14,95,1,1,-14,-15,-5,-1,16
O=C(NCCc1ccccc1)N1c2ccccc2Sc2ccccc21,1.1,3,92,-4,7,-5,-7,6,-7,18
CCCC(=O)Nc1ccc(NC(=O)c2ccco2)cn1,-0.5,3,90,-8,10,-4,7,-3,-1,14
COc1ccc(Br)cc1/C=N/NC(=O)CNC(=O)/C=C/c1ccccc1,4.8,-2,88,64*,-4,x,-1,15,1,-7
O=C(COC(=O)c1cccnc1Cl)Nc1nc(-c2ccccc2)cs1,-0.6,u,108,6,-15,-7,-2,-2,6,3
O=C(NC(=S)NNC(=O)c1ccccc1O)c1cccnc1,-1.2,-2,93,12,8,-8,-3,0,-6,9
CCCCN(CCCC)CCn1cnc2c([nH]c3ccc(OC)cc32)c1=O,0.6,-6,99,5,x,-4,1,0,-6,-4
COc1ccc(NC(=O)c2ccco2)cc1NC(=O)c1ccco1,0.8,-1,103,-3,1,-6,6,8,1,7
COC(=O)c1sc(NC(=O)CSc2nc3cccnc3n2C2CCCCC2)nc1C,-1.0,-1,99,3,-4,-4,1,5,3,12
Cc1ccc(C)c(C(=O)COC(=O)Cn2c(C)csc2=O)c1,0.8,0,95,2,-2,-2,6,2,-2,3
O=C(O)c1ccc(/C=N/N2CCN(Cc3ccc(Cl)cc3)CC2)cc1,-0.1,6,94,5,-2,-4,6,1,2,8
C=CCc1cc(C=Nc2ccc(N3CCOCC3)cc2)cc(OCC)c1O,-2.6,7,98,-1,6,-19,-1,-19,4,3
Cc1cn(CC(C)C)c(=O)n(-c2ccccc2)c1=O,-0.7,4,97,4,10,-8,0,-1,0,3
CCOC(=O)c1ccc(N2C(=O)c3n[nH]c(C)c3C2c2ccccc2)cc1 (centres undefined),-1.6,-4,104,-2,0,-6,2,4,-2,9
COc1cc(CC(C#N)(CO)c2nc3ccccc3[nH]2)ccc1OC(F)F (centres undefined),-1.8,-3,102,5,7,-5,1,6,3,-5
O=C(NC1CCCCC1)C(c1ccc(F)cc1)N(Cc1ccco1)C(=O)c1csnn1 (centres undefined),0.8,9,103,2,-4,-2,1,4,0,3
CSCCC(NC(=O)/C(=C\c1ccc(Cl)cc1)NC(=O)c1ccccc1)C(=O)O (centres undefined),-1.2,2,95,6,2,-3,1,5,1,8
CCOC(=O)C1CCN(S(=O)(=O)c2ccc3c(c2)NC(=O)CS3)CC1,0.4,-3,96,-6,-16,-2,4,2,-1,3
CC1(c2nnc(-c3ccncc3)o2)CC(c2ccc(F)cc2)=NO1 (centres undefined),-1.0,-1,98,-2,1,12,7,-3,0,10
CCOC(=O)C1(CCOC)CCCCC1=O (centres undefined),-0.3,-3,97,2,-8,-7,4,-6,0,3
Cc1sc(NC(=O)CN(CCc2ccccc2)C(=O)C2CC2)c(C(N)=O)c1C,-3.5,3,96,3,-4,-7,-4,-4,0,6
COCCN(CCOC)C(=O)c1ccc(NS(=O)(=O)c2ccc3c(c2)OCCO3)cc1,-3.3,-3,91,2,3,-6,-1,-6,0,1
CCOc1ccc(Nc2nc(Cc3nnc(SCC(N)=O)o3)cs2)cc1,1.2,-4,97,-7,0,x,1,-6,-1,4
COc1ccc(CN(C)CC(=O)Nc2ccccc2-c2ccccc2)c(OC)c1,-2.3,23,85,-8,6,3,-4,-5,-3,4
COc1ccc(NC(=O)C2CCC(CNc3c(N4CCC(C)CC4)c(=O)c3=O)CC2)cc1OC (centres undefined),-1.5&-0.7,0&-3,100&99,1&-12,10&9,-5&-5,8&1,-9&9,0&0,-2&0
Cc1ccc(NC(=O)C2CC(=O)n3ncnc3N2)cc1C (centres undefined),0.1,-1,99,3,2,10,1,1,2,16
COc1cccc(-c2cnc(OC(C)(C)C)nc2OC(C)(C)C)c1,0.1,-1,99,1,10,-4,0,3,2,3
Cc1ccccc1C(=O)N1CCC(C(=O)Nc2ccccc2Cl)CC1,-1.9,0,96,7,-26,-7,3,-5,-1,-2

# Screens: PubChem BioAssay, several laboratories
